# PG9 binder = small molecules binding HIV-1 gp120 antibody PG9. TR-FRET gp120-PG9 antibody binding. inhibition, % at 6.7 µM. 360,000 compounds, 0.43% hits; in the data active means inhibition above about 8.5%
# rCAG RNA binder = r(CAG) repeat RNA binding; TO-PRO-1 dye displacement fluorescence; inhibition, % at 3 µM; 370,000 compounds, 1.3% hits;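 active means inhibition above the plate cutoff, the mean of all test compounds on that plate plus 3 SD, cut at about 35% in these data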;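 further: 0% = DMSO alone and 100% = 100 µM mitoxantrone as full dye displacement; higher means more dye released from RNA so lower well fluorescence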
# TDP2 inh = TDP2 (human) inhibition, absorbance primary screen | O95551 | recombinant TDP2, T5PNP hydrolysis, p-nitrophenol absorbance 415 nm | inhibition, % at 12.8 µM | 370,000 compounds, 0.34% hits;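 active means inhibition above the mean of all tested compounds plus 3 SD, set per campaign, cut at about 25% in these data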;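 further: 0% = DMSO with enzyme and 100% = buffer with substrate but no TDP2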
#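 System: recombinant human TDP2 / Amount: 120 nM TDP2 per well / Also added: 5 mM T5PNP chromogenic substrate / Doses: 12.8 µM single point, 1% DMSO / Incubation: 2 h at 37 °C / Detection: p-Nitrophenol epi absorbance / Evaluation: % inhibition relative to enzyme-containing and enzyme-free wells / Repeats: singlicate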
# SIAE primary = inhibitors of human sialic acid acetylesterase SIAE; SIAE FP-Rh probe binding, fluorescence polarization; Q9HAT2; 370,000 compounds, 0.69% hits; inhibition, % at 9.66 µM;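 active means inhibition above a cutoff: mean of compounds within the control limits plus 3 SD of those, cut at about 17% in these data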;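 further: 0% = plate median of compound wells and 100% = probe without SIAE protein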
# Target sequence (Q9HAT2 whole entry, looked up): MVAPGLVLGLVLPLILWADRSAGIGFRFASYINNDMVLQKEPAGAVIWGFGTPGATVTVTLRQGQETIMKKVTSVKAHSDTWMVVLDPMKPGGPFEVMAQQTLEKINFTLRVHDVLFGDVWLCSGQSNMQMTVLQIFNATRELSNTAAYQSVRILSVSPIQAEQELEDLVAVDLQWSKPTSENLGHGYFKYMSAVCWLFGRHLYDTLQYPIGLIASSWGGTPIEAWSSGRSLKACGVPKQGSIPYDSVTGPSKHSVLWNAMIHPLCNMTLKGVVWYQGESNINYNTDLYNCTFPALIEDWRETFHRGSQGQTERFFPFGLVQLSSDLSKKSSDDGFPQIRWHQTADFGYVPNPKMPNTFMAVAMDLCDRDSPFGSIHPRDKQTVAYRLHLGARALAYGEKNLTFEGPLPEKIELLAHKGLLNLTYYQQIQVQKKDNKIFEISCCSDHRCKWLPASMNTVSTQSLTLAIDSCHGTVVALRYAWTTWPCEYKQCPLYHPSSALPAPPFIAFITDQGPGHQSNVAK
# NR1D1 modulator = modulators of human Rev-erb alpha DNA binding. Rev-erbα–FITC-DNA binding, fluorescence polarization, 90 min. activity, % at 10 µM. P20393. 370,000 compounds, 0.79% hits;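 active means activity above about 14%, limit read from the data; passing the limit was not always enough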;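 further: 0% = DMSO wells with 35 nM protein and 100% = DMSO wells with 750 nM protein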
# HTRA1 inh = inhibitors of human serine peptidase HTRA1. inhibition, % at 5.96 µM. Q92743. recombinant HTRA1, FP-rhodamine activity-based probe, fluorescence polarization. 340,000 compounds, 0.5% hits. AID 504803; in the data active means inhibition above about 36%;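 further: 0% = enzyme with DMSO and 100% = wells lacking enzyme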
# Target sequence (Q92743 whole entry, looked up): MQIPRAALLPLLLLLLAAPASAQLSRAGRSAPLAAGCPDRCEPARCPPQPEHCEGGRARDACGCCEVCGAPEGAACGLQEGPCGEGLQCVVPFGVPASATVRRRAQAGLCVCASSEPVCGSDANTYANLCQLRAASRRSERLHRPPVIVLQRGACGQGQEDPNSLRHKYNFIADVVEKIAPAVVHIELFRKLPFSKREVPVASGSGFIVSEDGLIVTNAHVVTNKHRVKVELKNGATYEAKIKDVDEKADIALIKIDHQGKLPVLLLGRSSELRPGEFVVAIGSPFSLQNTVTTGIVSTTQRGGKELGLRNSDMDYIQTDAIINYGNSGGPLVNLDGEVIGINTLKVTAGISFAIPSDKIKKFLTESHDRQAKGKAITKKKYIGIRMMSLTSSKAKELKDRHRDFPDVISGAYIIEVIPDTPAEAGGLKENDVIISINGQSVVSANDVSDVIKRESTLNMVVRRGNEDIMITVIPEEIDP
# PRMT1 FP inh = PRMT1 (human) inhibition, primary screen; AID 652257; recombinant PRMT1, activity-based probe fluorescence polarization; inhibition, % at 2.79 µM; 370,000 compounds, 1.3% hits;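 active means inhibition above about 21% made by adding two undisclosed values, limit read from the data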
# TCR-CD3 inh = blocks the human TCR-CD3 interaction. TAMRA-labeled TCR probe fluorescence, biochemical. inhibition, % at 9.4 µM. 360,000 compounds, 0.37% hits; in the data active means inhibition above about 19%;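 further: recombinant mutant TCR 2C K166C tagged with TAMRA read by polarization; 0% = receptor in buffer alone and 100% = receptor with positive control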
# LEDGF integ inh = blocks HIV-1 LEDGF/p75-dependent DNA integration | TR-FRET IN-LEDGF/p75 DNA integration, Eu/Cy5 | inhibition, % at 3.7 µM | 370,000 compounds, 0.64% hits;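 active means inhibition above the screen-wide mean plus 3 SD, cut at about 13% in these data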;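 further: signal is the Cy5 over europium emission ratio at 671 and 618 nm; 0% = plate median of compound wells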
# mABHD4 FP = ABHD4 (mouse) inhibition, primary FP screen | Q8VD66 | purified mABHD4, FP-Rh probe fluorescence polarization | inhibition, % at 8.92 µM | 370,000 compounds, 0.54% hits | AID 720543;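 active means inhibition exceeding the mean over every tested compound plus 3 SD, cut at about 30% in these data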;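 further: 0% = plate median of compound wells and 100% = S159A mutant with DMSO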
#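 Doses – 8.92 µM, single dose · Material – wild-type mouse ABHD4 protein · Replication – single well per compound (singlicate) · Measure – percent inhibition of probe binding, normalized to plate controls · Schedule – 45 min compound pre-incubation plus 60 min probe step, 25 °C · Detection – fluorescence polarization with parallel and perpendicular emission, 525/598 nm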
# * marks the source's active call; other numbers are inactive results; nt = not tested or not shown. These rows are one share of the data; the hit share may differ from the screen's.
# Start of the data: the first 2 entries (preview)
SMILES,PG9 binder,rCAG RNA binder,TDP2 inh,SIAE primary,NR1D1 modulator,HTRA1 inh,PRMT1 FP inh,TCR-CD3 inh,LEDGF integ inh,mABHD4 FP
CCN(CC(O)Cn1c2ccccc2c2ccccc21)S(=O)(=O)c1ccc(F)cc1 (stereo not given),-1.9,3,-19,-20,6,-57,-1,3,0,-32
COc1cccc2cc(C(=O)OC(C)C(=O)c3ccc(C)cc3)c(=O)oc12 (stereo not given),-1.2,2,-8,-2,3,2,1,-9,-6,-1

# Main list, previewed entries included:
SMILES,PG9 binder,rCAG RNA binder,TDP2 inh,SIAE primary,NR1D1 modulator,HTRA1 inh,PRMT1 FP inh,TCR-CD3 inh,LEDGF integ inh,mABHD4 FP
CCN(CC(O)Cn1c2ccccc2c2ccccc21)S(=O)(=O)c1ccc(F)cc1 (stereo not given),-1.9,3,-19,-20,6,-57,-1,3,0,-32
COc1cccc2cc(C(=O)OC(C)C(=O)c3ccc(C)cc3)c(=O)oc12 (stereo not given),-1.2,2,-8,-2,3,2,1,-9,-6,-1
CCc1ccc(Nc2ccc3nonc3c2[N+](=O)[O-])cc1,-0.8,-2,-11,-5,3,6,1,5,-2,4
Cc1noc(C)c1CSCC(=O)Nc1nc2c(F)cc(F)cc2s1,-0.1,36*,1,2,-11,-14,17,7,0,7
CCN(CC)C(=O)C1CC(=O)OC12CCCCC2 (stereo not given),-1.1,1,-10,-3,-3,2,-2,5,0,0
O=C(Nc1ccccc1C(=O)NC1CC1)c1ccccc1F,2.5,4,-3,2,1,-15,1,5,0,-2
CC1CCCCC1NC(=O)CN1CCC(O)(c2ccc(F)cc2)CC1 (stereo not given),1.4,-8,-5,7,-1,7,-6,7,1,-7
CCOC(=O)c1sc(NC(=O)COC(=O)CNC(=O)C2CCCCC2)c(C(=O)OCC)c1C,-2.8,3,2,-9,23,2,-2,-2,1,1
Cc1cccc(N2CCN(C(=O)Cn3ccc4ccccc4c3=O)CC2)c1C,0.1,-5,11,-2,-3,-2,-1,-9,5,4
CCOc1ccccc1NC(=O)N1CCCC1C(=O)Nc1ccc(-n2cnnn2)c(C)c1 (stereo not given),-0.3,-1,4,-1,7,-3,-2,0,1,7
O=C(COC(=O)CCc1nc2ccccc2s1)NC(=O)NCc1ccco1,-0.7,1,-11,-5,7,7,11,0,-5,-6
CC(C)c1cc(C(F)(F)F)n2nc(C(=O)Nc3ccc(-n4cnnn4)cc3)cc2n1,-0.1,2,-2,-2,2,3,-2,7,2,3
O=C(COc1cccc2cccnc12)N/N=C1\SCC(=O)N1Cc1ccco1,-0.7,4,-2,-2,-5,-5,1,1,5,1
CC(C)(C)SCCNC(=O)Nc1ccccc1,-4.3,-1,3,3,-4,-1,0,1,5,-6
N#C/C(=C\N1CCOCC1)S(=O)(=O)c1ccc(Cl)cc1,-0.9,0,-4,-2,-6,nt,-7,8,4,-3
CCc1cccc2c(C(=O)C(NCCCOC)c3ccccc3)c[nH]c12 (stereo not given),-1.1,-3,7,-3,-7,-1,0,-5,-1,0
Cc1ccc(Nc2ncnc(-n3cccc3)n2)cc1Cl,0.8,2,2,-9,-1,-6,1,-3,1,-3
C#CCN1CC(N(C)CCOC(=O)CCCc2ccccc2)CS1(=O)=O (stereo not given),nt,2,5,4,4,nt,-1,nt,-3,5
Cc1cc(Cl)ccc1C(=O)C1CCCN(C(=O)c2ccc3ncccc3c2)C1 (stereo not given),-0.9,-7,0,-3,-6,-3,2,-7,-3,4
CCOc1ccccc1CN1CCC(CO)(CCOc2ccccc2)CC1,-0.2,-8,-8,-7,6,-1,-3,8,2,-1
COc1ccc(OC)c(C2=NO[C@@](CC(=O)O)(C(=O)Nc3ccc4c(c3)OCCO4)C2)c1,-1.4,5,-19,4,6,7,-2,9,3,-3
COC(=O)/C=C1/S/C(=N/NC(=O)c2ccccc2)NC1=O,-3.0,6,-9,2,-2,-4,-1,-2,-3,-1
S=C(NCc1ccccc1)N1CCn2cccc2C1c1cccnc1 (stereo not given),-0.1,0,3,12,1,-2,-1,8,-1,1
Cc1ccc(S(=O)(=O)C2(C(=O)Nc3cccnc3)CC2)cc1,-0.7,0,2,5,-4,2,3,-9,-3,1
CCOC(=O)c1cnc(SCC(=O)OC)nc1N,-1.1,-1,0,1,6,-5,3,2,-5,1
NS(=O)(=O)c1ccc(N/C=C\C(=O)c2ccc(F)cc2)cc1,1.1,0,-5,-7,0,-7,0,7,5,-6
COCC(C)NC(=O)C1CCN(S(=O)(=O)c2ccc3ccccc3c2)CC1 (stereo not given),-1.6,-3,-1,-3,-6,3,1,4,5,-1
O=C(NCc1ccccn1)c1c(O)c2c([nH]c1=O)CCCC2,-2.2,0,-2,2,6,-3,-1,11,-1,0
CCCn1c(N)c(NCCN2CCOCC2)c(=O)[nH]c1=O,0.9,-4,9,0,2,5,2,-4,0,-1
COc1ccc(C)cc1S(=O)(=O)N1CCC(C(=O)N2CCOCC2)CC1,-0.8,3,-10,-4,2,6,-3,-3,5,-1
CN=C1S/C(=C\c2cn(CC(=O)OC)c3ccccc23)C(=O)N1C,-3.9,10,-2,-10,-1,0,4,9,0,-10
O=C1CCCCC(=O)[C@H](O)C[C@H](c2ccccc2)O1,-2.9,3,-5,-1,2,nt,3,-2,1,5
Cc1ccc(Cl)c(OCCCCN(C)Cc2ccccc2)c1,-2.4,-2,7,6,8,-6,-1,4,3,6
Cc1cc(OCC(=O)NC(Cc2ccc(Cl)cc2)C(=O)O)c2c(C)cc(=O)oc2c1 (stereo not given),-2.8,22,-4,8,-1,-4,-2,12,-2,3
O=C1CC(c2ccccc2)CC(=O)N1c1ccccc1,-0.1,-5,-3,1,1,-1,1,-4,-2,5
CCCC(C(=O)Nc1ccc(S(=O)(=O)N2CCOCC2)cc1)c1ccccc1 (stereo not given),0.1,8,-7,-4,2,-12,7,-3,0,-20
CCOC(=O)c1cc(C(=O)c2cc(Br)ccc2O)coc1=N,-0.3,4,10,-4,2,0,-2,2,3,-8
COc1ccc2oc(C(=O)OCC(=O)NCCc3ccc(S(N)(=O)=O)cc3)c(C)c2c1,0.7,7,3,-5,0,-3,0,3,-1,-3
CC(=O)OCC(OC(C)=O)C(OC(C)=O)C(OC(C)=O)C(=O)Nc1ccc(C)cc1C (stereo not given),-1.3,-5,-7,-4,-2,3,-3,3,-2,4
O=C(Nc1nnc(-c2ccccn2)o1)c1cccc(Br)c1,2.6,2,-6,-7,-1,-1,2,-9,3,7
Cc1ccc2c(cnn2C(=O)CCCC(=O)NCc2ccc(F)cc2)c1,0.4,4,14,3,1,-3,1,-10,2,-1
O=C(COC(=O)c1ccc(Cl)nc1)NNC(=O)c1ccc(Cl)cc1,1.5,2,17,2,8,-1,1,1,-1,2
O=C(CN(C(=O)c1csnn1)c1cccc(C(F)(F)F)c1)NCc1ccc(F)cc1,0.2,-3,1,-1,-4,4,-2,12,3,-3
COc1ccc(-n2nc(C(=O)NCC(=O)N(C)Cc3ccccc3)c3ccccc3c2=O)cc1,-2.8,-1,0,-6,0,-1,0,7,2,1
FC(F)(F)c1cccc(NC(=S)NC2CCCC2)c1,-1.0,-1,-3,13,2,-6,-4,0,4,-15

# Arranged by value in TDP2 inh (descending): some entries from above
mol	TDP2 inh
O=C(COC(=O)c1ccc(Cl)nc1)NNC(=O)c1ccc(Cl)cc1	17
CCOC(=O)c1cc(C(=O)c2cc(Br)ccc2O)coc1=N	10
Cc1ccc(Cl)c(OCCCCN(C)Cc2ccccc2)c1	7
O=C(Nc1nnc(-c2ccccn2)o1)c1cccc(Br)c1	-6
CC(=O)OCC(OC(C)=O)C(OC(C)=O)C(OC(C)=O)C(=O)Nc1ccc(C)cc1C (stereo not given)	-7

# Further results follow:
SMILES,PG9 binder,rCAG RNA binder,TDP2 inh,SIAE primary,NR1D1 modulator,HTRA1 inh,PRMT1 FP inh,TCR-CD3 inh,LEDGF integ inh,mABHD4 FP
O=C(Nc1scc(-c2ccccc2)c1C(=O)O)c1ccco1,0.1,10,6,-8,-1,-3,-1,4,2,7
COc1cc(/C=N/NC(=O)/C(=C\c2ccc3c(c2)OCO3)NC(=O)c2ccccc2)ccc1O,-1.9,21,-2,1,2,-5,4,-6,-1,7
NC(=O)C(c1ccc(F)cc1)c1ccc(C(=O)c2ccccc2)cc1 (stereo not given),0.1,0,-1,-1,4,-7,0,3,0,2
CC(=O)Nc1cc(-c2ccccc2F)cn2c(-c3ccccc3)cnc12,-2.2,4,1,3,-5,nt,-1,1,-3,-5
CCOC(=O)[C@]12CCC=C1N(CCC1=CCCCC1)C(=O)[C@H](CC(=O)NCCc1ccccc1OC)C2,-0.4,0,11,3,7,nt,2,1,0,3
CCOc1ccc(NC(=O)C(c2ccccn2)N(C(=O)CCl)c2ccc(OC)cc2)cc1 (stereo not given),-2.3,6,0,4,6,1,15,0,-6,13
CCN(CC(=O)Nc1ccc2c(c1)OCCO2)C(=O)/C=C/c1ccccc1,-0.4,-5,-5,-5,-1,1,-1,4,1,0
CCc1cccc(C)c1NC(=S)N(CCN(C)C)C(C)c1ccco1 (stereo not given),0.6,-2,3,-1,-1,6,0,0,-2,-4
CC(C)(C)c1cc(C(=O)NCC(=O)OCC(=O)c2cccc([N+](=O)[O-])c2)cc(C(C)(C)C)c1,-1.9,4,0,0,-1,-2,-2,7,-1,-3
CC(C)(C)C(C(=O)Oc1ccccc1)c1ccccc1 (stereo not given),1.3,-2,13,4,-1,-6,-3,-4,0,7
CC(=O)Nc1cc(-c2nn(CC(=O)N3CCCCC3)c(=O)c3ccccc23)ccc1N1CCOCC1,0.1,-6,-2,2,0,-1,-1,1,2,6
O=C(Cc1ccccc1)NC1c2ccccc2-c2ccccc21,0.8,-2,-6,-5,-5,-5,-3,1,-1,6
CN(c1ccccc1C(=O)Nc1cccc([N+](=O)[O-])c1)S(=O)(=O)c1ccccc1,0.8,5,-11,-7,5,-5,0,-14,2,-6
COc1ccc(CNC(=O)c2ccc(S(=O)(=O)N3CCOCC3)cc2)cc1,-1.3,1,-6,-10,3,-2,-1,4,4,-5
O=C(NCCOc1ccc(Cl)cc1)c1ccco1,-1.6,-5,-6,2,-1,0,0,-4,2,2
C=CCOCCN1C(=O)C2C3C=CC(C2C1=O)C1C2C(=O)N(CCOCC=C)C(=O)C2C31 (stereo not given),-3.9,4,7,-8,-3,8,-1,6,4,2
COC(=O)C[C@@H]1CC[C@H](NC(=O)c2cnccn2)[C@@H](CO)O1,0.0,3,3,5,3,nt,-1,5,-1,0
O=C(O)C(Cc1ccccc1)n1cccc1 (stereo not given),0.5,6,-8,-6,-5,3,-1,-2,2,6
Cc1ccc2c(c1)nnn2C1CCN(C(=O)C2CCCCC2)CC1,1.2,-6,2,-5,0,4,6,-8,-1,-4
CCN(CC(=O)Nc1cc(Cl)ccc1C)C(=O)CC1CCCC1,1.6,2,-15,0,-5,-8,8,-6,0,-13
NC(=O)COc1ccccc1,0.0,1,-6,-3,1,-3,0,-9,-6,1

# Source: PubChem BioAssay (several laboratories)
